aSyn yeast rescue: qHTS of alpha-syn Inhibitors: NCGC Sytravon Library Screen; S. cerevisiae alpha-synuclein toxicity rescue, BacTiter-Glo growth, 24 h; Potency, µM (doses to about 46.1 µM), inactives show at the top dose growth rescue (activation), most hits filed as activators; actives 0.02% (n = 94,000); AID 1347070, 2019; active means well fitted activation curve with a large enough effect; further: 0% is about no effect
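Growth restoration measured by BacTiter-Glo luminescence after 24 hr at 30 deg C; alpha-synuclein yeast, raffinose-pregrown to mid-log, were added at OD600=0.02 in galactose medium onto pinned compounds.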
Active calls of the source: *; [ ] = remark or other dose. Potency means the concentration at half of the fitted maximal effect. These rows are one share of the data. The share of hits here may be higher or lower than overall.

SMILES | aSyn yeast rescue
C[C@@H](CO)NC(=O)c1[nH]cnc1C(=O)Nc1cccc(Cl)c1 | 2%
Cc1cccc(C)c1-n1ncc(C(=O)NCCN2CCOCC2)c1C1CCN(C(=O)OC(C)(C)C)CC1 | 5%
CCOc1ccccc1N(CC)C(=O)Cn1ncc2c([nH]c3ccccc32)c1=O | -3%
COC(=O)c1c(C(=O)OC)c(-c2ccc(F)cc2)n2c1CS(=O)(=O)C2 | 6%
CCc1ccccc1NC(=O)CN1C(=O)COc2ccc(S(=O)(=O)Nc3ccccc3)cc21 | -8%
O=C(COC(=O)c1ccc(F)cc1Cl)NC1CC1 | -1%
CSc1cccc(N2CC(C(=O)N(CC(C)C)c3c(N)n(Cc4ccccc4)c(=O)[nH]c3=O)CC2=O)c1 (stereo unspecified) | 4%
CC(C)N(Cc1nc(-c2ccc(Cl)cc2)no1)C(=O)CCCN1C(=O)c2ccccc2C1=O | -4%
O=C(COc1ccccc1Cl)NCCCNC(=O)c1ccco1 | 0%
COc1cccc(C(c2sc3nc(-c4ccco4)nn3c2O)N2CCN(C)CC2)c1 (stereo unspecified) | 5%
O=C(c1ccc(F)cc1)N1CCN(C(=O)c2ccc([N+](=O)[O-])cc2)CC1 | 2%
CN(C(=O)c1ccc(Cl)c([N+](=O)[O-])c1)C1(C)CCS(=O)(=O)C1 (stereo unspecified) | 1%

Another view of some results above:
SMILES: Cc1cccc(C)c1-n1ncc(C(=O)NCCN2CCOCC2)c1C1CCN(C(=O)OC(C)(C)C)CC1
  aSyn yeast rescue: 5%

SMILES: CCOc1ccccc1N(CC)C(=O)Cn1ncc2c([nH]c3ccccc32)c1=O
  aSyn yeast rescue: -3%

The results go on.
SMILES | aSyn yeast rescue
Cn1c(=O)n(Cc2ccccc2Cl)c(=O)c2c1nc1n2CCN1c1ccccc1 | 5%
COc1cccc(CNC(=O)CCCn2ncn3c(cc4occc43)c2=O)c1 | -6%
CCCNCC(=O)Nc1sc2c(c1C(=O)Nc1c(C)n(C)n(-c3ccccc3)c1=O)CCCC2 | 0%
CCCc1nnc(NC(=O)Cc2coc3c(C)c(C)ccc23)s1 | -8%
CCOc1ccc(C2c3c(oc4cc(C)c(C)cc4c3=O)C(=O)N2c2ccccn2)cc1 (stereo unspecified) | -1%
COc1ccc(Nc2cc(C(=O)NCc3cccs3)c3ccccc3n2)cc1 | 4%
CCC(C)(C)NC(=O)C(c1ccc(OC)cc1)N(C(=O)CCC(=O)Nc1cc(C)on1)c1cccc(F)c1 (stereo unspecified) | 3%
Cc1ccc(S(=O)(=O)c2cn(CC(=O)Nc3ccccc3C)c3cc4c(cc3c2=O)OCO4)cc1 | 2%
Cc1ccccc1-c1noc(-c2ccc(NCc3ccco3)c([N+](=O)[O-])c2)n1 | 1%
O=C(CN1C(=O)C2(SCC(=O)N2c2cccc(F)c2)c2ccccc21)NCc1ccccc1Cl (stereo unspecified) | -7%
Clc1cccc(OCc2nnc(-c3ccccc3Br)o2)c1 | 2%
CCOCCc1nnc(NC(=O)C2CCN(C(=O)c3ccco3)CC2)s1 | 8%
O=C(O)c1cccc2c1C(=O)c1cccc3snc-2c13 | -3%
Cc1cccc(N2CCN(C(=O)CSc3ccsc3[N+](=O)[O-])CC2C)c1 (stereo unspecified) | 15%
Cc1ccc(-n2ncc(C(=O)NCCN3CCN(C)CC3)c2C2CCN(C(=O)OC(C)(C)C)CC2)cc1 | 7%
O=C(NC1CCCC1)c1ccc2c(c1)N(Cc1ccccc1Cl)C(=O)c1ccccc1S2 | 4%
Cc1nc(SCC(=O)Nc2cc(C)on2)c2c(=O)n(C)c(=O)n(C)c2n1 | 13%
Cc1cc(C)c(NC(=O)Cn2cnc3c(oc4ccccc43)c2=O)c(C)c1 | 0%
Cc1ccc(N2C(=O)C3C(c4ccccc4)N4CCCN4C3(C)C2=O)cc1 (stereo unspecified) | -3%
O=C(/C=C/c1ccc2c(c1)OCO2)NCc1ccncc1 | -4%
Cc1cccc(NC(=O)CSc2nc(-c3cccs3)nc3cc(=O)[nH]n23)c1 | 4%
NS(=O)(=O)c1ccc(CCNC(=O)CSc2ccc(Cl)cc2Cl)cc1 | 6%
COC(=O)c1c(C)sc(-c2c(-c3cccc(OC)c3)[nH]c3c2c(=O)[nH]c(=O)n3C)c1O | 8%
O=C1C=C(N2CCCCCC2)C(=O)N1c1ccc(Cl)cc1 | -15%

Looked up above:
`Cc1cccc(N2CCN(C(=O)CSc3ccsc3[N+](=O)[O-])CC2C)c1` (stereo unspecified) @ aSyn yeast rescue = 15%
`Cc1ccc(-n2ncc(C(=O)NCCN3CCN(C)CC3)c2C2CCN(C(=O)OC(C)(C)C)CC2)cc1` @ aSyn yeast rescue = 7%

Additional compounds follow:
SMILES | aSyn yeast rescue
CC(C)(C)C(=O)Nc1ccccc1C(=O)NCCCn1ccnc1 | -3%
Cc1ccc(S(=O)(=O)NNC(=O)c2sc(NS(=O)(=O)c3ccccc3)nc2C)cc1 | 2%
O=S(=O)(Nc1c(F)cccc1F)c1ccc(Cl)nc1 | 19%
C#CC(C)(CC)NC(=O)Cn1nnc(-c2ccc(OCc3ccccc3F)cc2)n1 (stereo unspecified) | 8%
Cc1nn(C)c(Cl)c1CN1CCCC(CCC(=O)NCc2ccccc2F)C1 (stereo unspecified) | -1%
Cc1cc(C)cc(N2CCn3c2nc2c3c(=O)n(CCc3ccccc3)c(=O)n2C)c1 | -1%
O=C(CCC(=O)N1CCOc2ccccc21)Nc1ccccc1Cl | -1%
COCCNC(=O)C1CCCN(S(=O)(=O)c2ccc3c(ccn3C)c2)C1 (stereo unspecified) | 1%
O=C1NC(Cc2ccccc2)c2nc3ccc(F)cc3c(=O)n2-c2ncccc21 (stereo unspecified) | -10%
CCCCC(=O)Nc1c(C(=O)N2CCN(c3ccccc3)CC2)oc2ccccc12 | -17%
CCOC(=O)Cc1ncccc1C(=O)Nc1ccc(OC(F)(F)F)cc1 | 5%
CCOC(=O)CN(C(=O)c1snc(C(N)=O)c1N)C(C(=O)NCCC(C)C)c1ccc(C)cc1 (stereo unspecified) | 7%

Grouped by structure, the entries above containing two or more sulfur atoms.
SMILES | aSyn yeast rescue
Cc1cccc(N2CCN(C(=O)CSc3ccsc3[N+](=O)[O-])CC2C)c1 (stereo unspecified) | 15%
Cc1cccc(NC(=O)CSc2nc(-c3cccs3)nc3cc(=O)[nH]n23)c1 | 4%
NS(=O)(=O)c1ccc(CCNC(=O)CSc2ccc(Cl)cc2Cl)cc1 | 6%
Cc1ccc(S(=O)(=O)NNC(=O)c2sc(NS(=O)(=O)c3ccccc3)nc2C)cc1 | 2%

Continued.
SMILES | aSyn yeast rescue
O=C(Cn1nnc(-c2ccc(N3CCOCC3)cc2)n1)N1CCOCC1 | -2%
CCCN1Cc2cccc(C(=O)Nc3ccccc3C(=O)OC)c2C1=O | -9%
CCOC(=O)c1c(NC(=O)/C=C/c2ccc(C)cc2)sc(C(C)=O)c1C | -5%
CCOC(=O)c1cc(OC(=O)c2ccc(OC)c(OC)c2)n(-c2ccccc2)n1 | 6%
O=C(NC1CCCCCC1)C1CCN(C(=O)N2CCOc3ccccc32)CC1 | 4%
CSc1nc(SCc2ccccc2)[nH]c(=O)n1 | 12%
Cc1cccc(NC(=O)N2CCc3c(sc4c3CCCC4)C2c2ccc(F)cc2)c1 (stereo unspecified) | 3%
CC(C)(C)OC(=O)N1CC2(CCCCC2)CC1Cc1ccc(C(F)(F)F)cc1 (stereo unspecified) | -24%
Cc1ccccc1CN1CCC(CNc2ncnc3onc(-c4ccc(Cl)cc4)c23)CC1 | 12%
COc1ccc(-c2ccc3[nH]c4c(c3c2)CCN2C(=O)[C@@H]([C@H](C)O)[C@@H](N(C)C(=O)Nc3cc(Cl)cc(Cl)c3)C[C@@H]42)cc1 | -5%
CCOc1ccc(NC(=O)c2c(NCc3cccs3)sc3c2CCCCC3)cc1 | 3%
NNC(=O)COc1cccc(C(F)(F)F)c1 | -11%

Reprinted from the part before: 6 entries, then new ones.
SMILES | aSyn yeast rescue
Cc1cccc(NC(=O)N2CCc3c(sc4c3CCCC4)C2c2ccc(F)cc2)c1 (stereo unspecified) | 3%
CC(C)(C)OC(=O)N1CC2(CCCCC2)CC1Cc1ccc(C(F)(F)F)cc1 (stereo unspecified) | -24%
Cc1ccccc1CN1CCC(CNc2ncnc3onc(-c4ccc(Cl)cc4)c23)CC1 | 12%
COc1ccc(-c2ccc3[nH]c4c(c3c2)CCN2C(=O)[C@@H]([C@H](C)O)[C@@H](N(C)C(=O)Nc3cc(Cl)cc(Cl)c3)C[C@@H]42)cc1 | -5%
CCOc1ccc(NC(=O)c2c(NCc3cccs3)sc3c2CCCCC3)cc1 | 3%
NNC(=O)COc1cccc(C(F)(F)F)c1 | -11%
C=CCSc1nc2c(c(=O)[nH]c(=O)n2C)n1Cc1ccc(C)cc1 | 3%
Cc1ccc(NC(=S)N(CCCN2CCCC2)Cc2cccn2Cc2ccc(Cl)cc2)cc1C | 9%
Nc1ccc(N2CCN(c3ncc(C(F)(F)F)cc3Cl)CC2)c(C(F)(F)F)c1 | -13%
CCC1CN(C(=O)Nc2cccc3c2CCCC3)c2cc(Cl)ccc2O1 (stereo unspecified) | 5%
CN(C)S(=O)(=O)c1cc(NC(=O)CNCCN2CCOCC2)ccc1Cl | 2%
CC(C)(C)CC(=O)Nc1nnc(SCC(=O)NC2CCCCC2)s1 | 10%
COc1ccc(CCN2C(=O)N(c3cccc(C)c3)C(=O)C2CC(=O)Nc2ccccc2)cc1OC (stereo unspecified) | -5%
COc1ccc(-c2nnc(N(C)C(=O)c3ccco3)s2)cc1OC | -6%
COc1ccc(NC(=O)CCN2C(=O)c3ccncc3C2=O)cc1OC | -1%
COc1ccc(/C=C(/CC(=O)Nc2ccc(C)cc2)c2nc3ccccc3s2)cc1 | -6%
Cc1cccc(NC(=O)CSCC(=O)N(C)Cc2c(F)cccc2Cl)c1 | 10%
CCOc1ccccc1NS(=O)(=O)c1cc(-c2cnc(C3CC3)o2)ccc1C | -14%
NC(=S)Cc1ccccc1Cl | -11%
Cc1cc(O)c(NC(=O)c2cccc([N+](=O)[O-])c2)cc1C | -10%
Cc1ccn2cc(-c3ccc(C)c(NS(=O)(=O)c4ccc(Cl)cc4)c3)nc2c1 | -23%
C[C@@H]1CN([C@@H](C)CO)C(=O)CCCn2nncc2CO[C@@H]1CN(C)C(=O)Nc1cccc2ccccc12 | 4%
O=C(CSc1nnc(NC(=O)c2ccc(F)cc2F)s1)NC1CC1 | -15%
O=C(CSc1cn[nH]n1)Nc1cccc(C(=O)O)c1 | -1%
O=c1[nH]c(CSc2nnnn2-c2ccccc2)nc2ccccc12 | -8%
Cc1cc(Cl)ccc1NC(=O)CCS(=O)(=O)c1cc2c(cc1C)NC(=O)CO2 | 4%
O=C(CNC(=O)c1ccccn1)N=Nc1c(O)[nH]c2ccccc12 | -7%
COc1ccc(CNC(=O)C[C@@H]2C[C@H]3c4cc(NC(=O)NC5CCCC5)ccc4O[C@H]3[C@H](CO)O2)cc1 | -8%
Cc1cccc(N(C)c2nc3ccc(C)cc3n3nnnc23)c1 | -9%
CCC(O)c1nc2ccccc2n1CCc1ccccc1 (stereo unspecified) | -8%
CCCN1CCN(S(=O)(=O)c2ccc3c(c2)NC(=O)C(C)C(=O)N3)CC1 (stereo unspecified) | 0%
COc1ccc(-c2csc3ncnc(Nc4ccccc4)c23)cc1 | -8%
O=C(CSc1nc(-c2ccc(F)cc2)[nH]c1-c1ccc(F)cc1)Nc1ccc2c(c1)OCCO2 | 7%
CN(C(=O)CSc1nc(O)cc(=O)n1C1CCCC1)c1ccccc1 | -3%
Cc1ccc(C(C)NC(=O)c2cccnc2)cc1 (stereo unspecified) | -5%
CCOc1cc(CN2CCN(S(=O)(=O)c3ccc(C)cc3)CC2)ccc1OC | 1%
COc1ccc(NC(=O)c2c(NC(=O)COc3ccccc3)sc3c2CCC(C(C)(C)C)C3)cc1 (stereo unspecified) | -8%
COc1ccc(C(=O)Nc2ccc(NS(=O)(=O)c3ccccc3)cc2)cc1OC | -4%
CCCCNC(=O)c1cc(C)nn1-c1ccccc1 | -1%
CCN(CC)C(=O)C1=C(C)N(Cc2ccc(OC)cc2)C(=O)C(CC(=O)NCCCN(C)C)C1 (stereo unspecified) | 0%
CCn1c(=O)[nH]c(=O)c2c(N)c(C(=O)c3cc(F)ccc3F)sc21 | -17%
Cn1nnnc1SCCNCc1ccccc1OCc1ccc(Cl)cc1Cl | 3%
Cc1ccc(S(=O)(=O)NCC(=O)N(CC2CCCO2)C(C(=O)NC2CCCCC2)C(C)C)cc1 (stereo unspecified) | -3%
CC(c1ccc2ccccc2c1)c1ccccc1C(=O)O (stereo unspecified) | -33%[inhibitor]
COc1cc2nc(CN3CCN(S(=O)(=O)c4ccccc4[N+](=O)[O-])CC3)[nH]c(=O)c2cc1OC | 9%
O=c1c2ccccc2n2c(-c3ccc(Cl)cc3)nnc2n1CCc1ccccc1 | -19%
Cc1ccc(CCNC(=O)CN2C(=O)COc3ccc(S(=O)(=O)N4CCC(C)CC4)cc32)cc1 | 6%
O=C(c1cc2cc([N+](=O)[O-])ccc2oc1=O)N1CCOCC1 | -7%
CCOc1ccc(NC(=O)c2ccccc2NC(=O)CN2CCCCCC2)cc1 | 13%
O=C(Nc1cccc(Br)c1)N1CCC(CN2CCCCC2)CC1 | -6%
Cc1ccc(NS(=O)(=O)c2ccc(C(=O)NNC(=O)c3ccccc3O)cc2)cc1 | 0%
Cc1ccccc1NC(=O)c1ccc(F)c(S(=O)(=O)N(C)C2CCCCC2)c1 | 7%
Cc1ccc(N2CC(C(=O)N3CCOCC3)CC2=O)cc1Cl (stereo unspecified) | 4%
COc1cc(-c2noc(-c3ccc(NC4CCCC4)c([N+](=O)[O-])c3)n2)cc(OC)c1OC | -5%
COc1cc(CC(=O)O)ccc1OCc1ccccc1 | 0%
COc1cccc(CC(=O)Nc2ccc(-c3nc4ccccc4s3)cc2Cl)c1 | -7%
COc1ccc(-c2noc(CN(C(=O)c3cc(OC)c(OC)cc3OC)C(C)C)n2)cc1 | 9%

Screening data: PubChem BioAssay, National Center for Advancing Translational Sciences (NCATS)
